# Keap1 Nrf2 FP: disrupts human Keap1 binding to Nrf2 peptide | Keap1 Kelch-Nrf2 peptide fluorescence polarization, 1536-well | AID 504523 | 340,000 compounds, 0.15% hits | Q14145 | inhibition, % at 9.4 µM; in the data active = inhibition above about 12%;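 note: human Keap1 Kelch domain with fluorescein labeled Nrf2 9mer peptide probe; 0% = neutral control wells and 100% = peptide positive control; higher means more block of Keap1 binding to Nrf2 peptide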
# Target sequence (Q14145 whole entry, looked up, the tested form may be a part): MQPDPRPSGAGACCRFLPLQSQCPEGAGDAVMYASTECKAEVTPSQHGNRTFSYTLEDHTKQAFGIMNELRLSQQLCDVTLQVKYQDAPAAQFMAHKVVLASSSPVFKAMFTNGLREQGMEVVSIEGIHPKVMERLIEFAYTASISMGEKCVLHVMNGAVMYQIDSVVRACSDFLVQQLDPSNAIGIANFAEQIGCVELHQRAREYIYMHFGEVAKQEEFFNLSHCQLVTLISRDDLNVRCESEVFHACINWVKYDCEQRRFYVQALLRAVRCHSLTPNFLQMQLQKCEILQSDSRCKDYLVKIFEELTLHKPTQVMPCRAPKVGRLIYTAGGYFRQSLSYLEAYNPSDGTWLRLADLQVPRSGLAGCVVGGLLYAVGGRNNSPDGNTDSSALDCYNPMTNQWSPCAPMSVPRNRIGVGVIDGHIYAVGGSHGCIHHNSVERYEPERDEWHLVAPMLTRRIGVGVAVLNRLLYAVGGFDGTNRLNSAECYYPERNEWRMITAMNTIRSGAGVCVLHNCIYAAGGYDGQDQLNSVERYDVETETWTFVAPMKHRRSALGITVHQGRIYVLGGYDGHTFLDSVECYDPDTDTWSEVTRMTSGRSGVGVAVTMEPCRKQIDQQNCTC
# PKA-R2B activ: activators of human PKA-R2B complex. PKA-R2B holoenzyme dissociation, Cy5-IP20 fluorescence polarization; R2B truncated from residue 108, S112A mutant; 0% DMSO only, 100% 113 µM cGMP. 340,000 compounds, 0.079% hits. activation, % at 11.4 µM;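 active = activation above a cutoff set at the mean over all compounds plus 3 SD, cut at about 18% in these data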;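 note: higher means more holoenzyme dissociation and a rise in polarization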
# CAL PDZ FP-1: CAL PDZ (human) peptide binding inhibition; Q9HD26; purified CAL PDZ, TMR-peptide fluorescence polarization, 1 h; inhibition, % at 24.9 µM; 300,000 compounds, 0.92% hits; AID 602252;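 active = mean inhibition of at least 30% with at least half of replicates also reaching 30%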;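 note: 0% = DMSO neutral control and 100% = excess unlabeled competitor peptide PRC23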
# cardiac RTF act: cardiac RTF calcium sensitization. activation, % at 7.2 µM. 340,000 compounds, 0.24% hits. IANBD-labeled TnC RTF fluorescence at EC20 calcium; 0% EC20 calcium, 100% full calcium. P19429+P45379. AID 493008;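 active = activation above the mean over all tested compounds plus 3 SD, cut at about 30% in these data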;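 note: rise in fluorescence read as greater calcium sensitivity of cardiac thin filaments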
# DAGLB inhibitor: diacylglycerol lipase beta (human) inhibition; Q8NCG7; HEK293T DAGLB membrane lysate, EnzChek fluorogenic substrate; inhibition, % at 5.17 µM; 340,000 compounds, 0.059% hits; in the data active = inhibition above about 34%;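 note: 0% = enzyme with vehicle and 100% = wells lacking enzyme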
# LANA DNA inh: blocks KSHV LANA C-terminal domain binding to DNA; MBP-C-LANA/FAM-LBS DNA binding, fluorescence polarization; inhibition, % at 9 µM; 340,000 compounds, 0.078% hits; AID 504423;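 active = highest replicate inhibition at or above 60% at 9 µM, even if other replicates fall short; inactive = all replicates below 60% inhibition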;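 note: 0% = neutral control wells and 100% = 4 µM acridine orange control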
# SR-BI uptake up: enhances SR-BI lipid uptake from DiI-HDL. CHO ldlA[mSR-BI] cells, DiI-HDL uptake fluorescence, 3 h; 100 = double the neutral-control signal. activation, % at 12.5 µM. 320,000 compounds, 0.096% hits;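 active = mean replicate activation of at least 60% and every replicate at or above 60%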;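 note: 0% = median plate neutral-control signal and 100% = twice that signal; values of inactives mirror those of a sister screen read the other way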
#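 Test system: SR-BI-overexpressing, LDLR-lacking CHO cells. Measured by: DiI fluorescence, bottom read. Medium: Ham's F12 with 0.5% BSA, HEPES 25 mM, pH 7.4. Timing: 3 h uptake period with compound, 37 °C.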
# Rtt109 Vps75: C. albicans Rtt109 histone acetyltransferase inhibition; Q5AAJ8; purified Rtt109/Vps75, ThioGlo CoA-SH fluorescence, 4 h; inhibition, % at 34.9 µM; 330,000 compounds, 0.16% hits; AID 540336;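 active = inhibition of at least 50% in every replicate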
# Target sequence (Q5AAJ8 whole entry, looked up): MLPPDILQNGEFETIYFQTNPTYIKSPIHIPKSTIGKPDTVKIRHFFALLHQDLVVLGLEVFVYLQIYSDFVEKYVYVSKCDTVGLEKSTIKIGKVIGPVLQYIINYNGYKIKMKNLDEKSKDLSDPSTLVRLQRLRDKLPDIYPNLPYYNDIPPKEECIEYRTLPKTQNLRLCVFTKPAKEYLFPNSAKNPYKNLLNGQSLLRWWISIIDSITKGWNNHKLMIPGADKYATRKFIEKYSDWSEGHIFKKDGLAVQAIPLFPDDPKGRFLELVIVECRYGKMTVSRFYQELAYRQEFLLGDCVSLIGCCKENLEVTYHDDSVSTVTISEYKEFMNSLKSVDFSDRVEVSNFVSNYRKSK
# CAL PDZ FP-2: human CAL PDZ-peptide interaction inhibition. Q9HD26. purified CAL PDZ, TMR-peptide fluorescence polarization, 1 h. inhibition, % at 20 µM. 330,000 compounds, 0.02% hits. AID 504414;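 active = highest replicate inhibition of at least 40%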;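 note: plate controls were DMSO neutral control wells for no effect and unlabeled competitor peptide control wells for full effect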
#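 Assay system – tagged CAL PDZ protein CerCALP, purified · Timing – 1 h at RT · Compound – single point, 20 µM · Measured by – fluorescence polarization from S- and P-plane intensities, G-factor corrected · Evaluation – inhibition from polarization loss · Probe or stimulus – TMR reporter peptide T*-PRC34 · Buffer or medium – pH 7.4 phosphate-saline buffer, reducing agent, detergent, IgG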
# RTF Ca sens inh: cardiac RTF calcium desensitization; 340,000 compounds, 0.12% hits; AID 493244; IANBD-labeled cardiac RTF, Ca2+ fluorescence; P19429+P45379; inhibition, % at 7.15 µM;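 active = inhibition above the mean inhibition of all tested compounds plus 3 SD, cut at about 17% in these data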;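 note: assay run at fixed EC70 calcium of 1.6 mM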
# * marks the source's active call; other numbers are inactive results; . = no result given.
# Under each structure – Keap1 Nrf2 FP	PKA-R2B activ	CAL PDZ FP-1	cardiac RTF act	DAGLB inhibitor	LANA DNA inh	SR-BI uptake up	Rtt109 Vps75	CAL PDZ FP-2	RTF Ca sens inh
- Oc1ccc(Nc2ncnc3ccccc23)cc1
→ -6	-1	-2	3	0	-1.4	13	3	-1.2	0
- CCC(=O)Nc1c2c(nn1-c1ccc(C)cc1)CS(=O)(=O)C2
→ -1	-2	2	0	2	0.9	2	-1	-2.6	-6
- CCOC(=O)c1cc2sccc2n1CC(=O)OC(C)C
→ 1	-6	-5	3	-7	-2.4	-20	25	0.5	0
- CCOc1ccc(Nc2cc(=O)n(C)c(=O)n2C)cc1
→ 0	5	-2	6	3	-0.1	15	-2	-0.6	-4
- O=C(Nc1ccccc1F)C1CCCN1S(=O)(=O)c1cccc2nsnc12 (stereo unspecified)
→ 5	-9	.	-7	1	-0.8	-1	-11	0.2	-4
- COC(=O)c1c(NC(=O)CCCC(=O)O)sc(C)c1C
→ -3	-5	0	-3	1	1.0	6	12	.	-16
- CCOC(=O)C1CCN(C(=O)c2cc3c(OC)c(OC)c(OC)cc3[nH]2)CC1
→ 1	-3	2	-4	3	1.0	-3	-3	-1.1	-4
- CCOC(=O)C1=C(C)NC(=O)NC1c1ccc(N(CC)CC)cc1 (stereo unspecified)
→ -3	-13	-4	-11	3	0.0	-24	-4	-0.2	-3
- CCOC(=O)Nc1cc(Br)c2c(c1)OCCO2
→ -4	-8	0	1	0	-0.1	-21	5	-1.9	-8
- O=C(CSc1c[nH]c2ccccc12)NCC1CCCO1 (stereo unspecified)
→ -4	-12	0	6	-3	-0.8	12	-18	0.5	-2
- CCOCCCN(C(=O)c1snc(C(N)=O)c1N)C(C(=O)NCCC(C)C)c1ccc(Cl)cc1 (stereo unspecified)
→ 4	-8	-1	11	0	3.4	18	-1	0.8	2
- C=CC[N+]1(CC#Cc2ccccc2)CCCC1
→ -4	-3	-4	6	-1	-2.0	11	-3	-1.9	-8
- O=C(Nc1sc2c(c1C(=O)NC1CC1)CCCCCC2)c1ccco1
→ 1	-3	0	-2	-2	0.0	-4	-15	0.2	-9
- CCc1noc(C)c1C(=O)OCC(=O)c1ccc(NC(C)=O)cc1F
→ -12	-2	-5	-1	1	-2.4	-14	-3	-0.3	-2
- CN(CC(=O)NCc1ccccn1)S(=O)(=O)c1ccc2ccccc2c1
→ 0	-6	5	1	-1	0.9	17	-1	0.1	-7
- CC(C)CCN(CCC(C)C)C(CO)(CO)CO
→ 2	3	4	1	-7	-0.7	20	19	0.7	0
- Cc1cc(C)cc(OCC(=O)NC(C)c2ccccc2)c1 (stereo unspecified)
→ -3	-1	4	-6	-1	0.0	24	1	-0.9	6
- O=S(=O)([N-]c1nc2ccccc2nc1-[n+]1ccccc1)c1ccc(F)cc1
→ -1	-18	-6	6	-1	1.2	22	7	-2.2	2
- CCOC(=O)c1c(S(=O)(=O)NCC(=O)N2CCN(c3ccc(F)cc3)CC2)c(C)n(C)c1C
→ 0	-4	0	-7	3	-0.8	-21	11	0.5	-3
- CS(=O)(=O)NCC(c1cccnc1)N1CCN(c2ccc(F)cc2)CC1 (stereo unspecified)
→ -5	0	-4	9	0	0.8	2	1	-0.2	-12
- O=C(NCCC1CCCCN1S(=O)(=O)c1ccccc1)C(=O)NCCN1CCOCC1 (stereo unspecified)
→ 3	-5	-4	-5	2	-5.7	-4	-2	0.6	-6
- CC(C)CCn1c(=O)c2sccc2n2c(CCCC(=O)N3CCC(N4CCCCC4)CC3)nnc12
→ 6	8	-3	0	-2	-2.0	5	11	-2.8	5
- Cc1nc(Oc2ccccc2)c2oc3ccccc3c2n1
→ -4	-4	0	-1	-2	-0.6	-2	7	-6.2	-13
- COc1ccc(-c2cc(=O)[nH]c(NCc3ccccc3)n2)cc1
→ 0	1	-4	-9	1	-0.7	3	-4	.	-6
- COc1ccc(CN2CCOCCOCCOCCOCCOCC2)cc1
→ -3	4	3	-4	0	-6.4	9	-5	-0.1	8
- Cc1ccc(C2=NN(C(=O)CCCC(=O)O)C(c3ccco3)C2)cc1 (stereo unspecified)
→ 0	9	-5	1	0	0.3	22	11	-2.7	-5
- O=C(COC(=O)/C=C/c1ccc(Cl)cc1Cl)Nc1cc(C(F)(F)F)ccc1N1CCOCC1
→ -2	-5	-4	-1	-5	-0.1	0	3	-1.0	-3
- COc1ccccc1CC(=O)NC1CCCCCC1
→ 1	8	0	2	-5	1.6	6	-4	0.0	-7
- O=C(Nc1c2c(nc3ccccc13)CCCC2)c1ccccc1Cl
→ 0	-4	1	5	1	0.0	9	-6	-1.7	-5
- N#C/C(=C\c1ccc(C(=O)O)cc1)c1ccccn1
→ -4	10	-2	1	0	1.0	1	-14	-1.4	-10
- CCCn1c(SCC(=O)NCC)nc2sc3c(c2c1=O)CCC3
→ 1	-4	-1	3	0	1.6	.	-5	-2.7	-10
- CC(=O)c1sc(N/N=C\c2ccc(Br)cc2)nc1C
→ -8	-6	1	4	0	-1.2	-19	2	-1.8	-11
- COc1ccccc1CCNC(=O)CCCn1nc(C)c2c(C)n(-c3ccc(C)cc3)nc2c1=O
→ -6	0	-6	-5	-2	0.9	-13	1	-2.3	-7
- COc1cccc([C@@H]2CC=C(C(=O)O)[C@H](c3ccc(Br)cc3)N2S(=O)(=O)c2ccc(C)cc2)c1
→ -4	3	-7	-5	9	-0.3	-5	9	-1.4	-3
- Nc1scn[n+]1Cc1cccc2cccnc12
→ -2	-10	-4	3	0	0.0	.	8	-0.9	-10
- CCOC(=O)c1c(C)[nH]c(C)c1C(=O)COC(=O)c1cc2ccccc2cc1OC
→ -3	-20	1	4	-2	-1.7	1	6	-1.1	7
- Cc1ccc(-c2csc(NC(=S)NC(=O)c3cccs3)n2)cc1
→ 0	-4	-2	2	-1	0.5	-17	-5	0.2	-7
- Cc1ccc(OCCNC(=O)c2cccc(Oc3ccc(C(F)(F)F)cc3[N+](=O)[O-])c2)cc1
→ 1	1	-1	6	-5	2.6	1	-5	-1.8	-4
- Nc1cc(N)nc(SCC(=O)NCc2ccc3c(c2)OCO3)n1
→ -7	1	-1	-3	2	-0.6	-18	-1	0.1	-5
- CCCCCCOc1ccc(N2C(=O)CC(SC(=NCC)NCC)C2=O)cc1 (stereo unspecified)
→ -5	3	-3	-2	-4	-2.1	-10	-4	-2.8	3
- CCCCN(C)C(=O)c1nc2ccccn2c1CN1CCN(c2ccccn2)CC1
→ -2	-4	1	-4	-2	-1.7	16	-4	-0.6	-2
- O=C(NCc1ccc(Cl)cc1)C1CCCN1C(=O)Nc1ccc(F)cc1 (stereo unspecified)
→ 0	2	-5	-4	0	-0.8	21	5	1.0	-6
- COc1ccc(S(=O)(=O)/N=C2/NC(=O)/C(=C/c3ccco3)S2)cc1
→ 0	-12	-7	10	11	17	21	-1	-1.6	-13
- CCOC(=O)[C@@H]1[C@H]2COc3cc(OC)ccc3[C@@H]2N2C(=O)N(c3ccc(C(F)(F)F)cc3)C(=O)[C@]12C
→ -5	-4	-7	-3	2	-0.3	22	-9	-0.9	6
- COCCN1C(=O)N[C@@H](c2ccccc2)[C@@H](C(=O)OC)[C@H]1C
→ 2	-10	1	0	-2	0.2	8	-5	1.1	-10
- Cc1ccc(-n2nnnc2SCC(=O)c2cc(C)n(-c3cc(C)on3)c2C)cc1
→ -4	0	-7	-2	-10	-2.1	-5	-7	-0.5	3
- Cc1ccc(C(=O)N/N=C/c2ccc(-c3ccccc3[N+](=O)[O-])o2)cn1
→ -3	3	0	2	0	1.1	-4	-18	-2.2	-3
- Cc1cc([N+](=O)[O-])nn1CCCC(=O)Nc1cc(Oc2ccccc2)cc([N+](=O)[O-])c1
→ -7	-1	-2	5	-1	-0.6	-19	-4	0.0	6
- Cc1csc(SCC(=O)NCc2ccccc2Cl)n1
→ 0	4	-1	-2	0	1.0	18	2	-1.0	3
- COc1ccc(N2CCN(C(=O)Cc3cccs3)CC2)cc1
→ 6	2	-1	-2	0	2.9	3	-5	-0.6	-3
- NC(=O)CSc1nnc(-c2ccc(S(=O)(=O)N3CCOCC3)cc2)n1CC1CCCO1 (stereo unspecified)
→ 0	6	-6	3	1	15	26	-1	0.1	-7
- O=C(CSc1nnc(NC(=O)C2CCC2)s1)NC1CC1
→ -2	-1	-8	2	1	-1.8	18	-3	-4.6	-12
- CN(C)c1oc(-c2ccccc2)nc1C#N
→ -7	-1	-2	-2	-2	1.6	5	-7	0.1	-7
- COc1ccccc1C(=O)N/C(=C\c1ccccc1)C(=O)NC(C)C(=O)O (stereo unspecified)
→ 2	-2	.	6	0	-0.9	6	2	-0.1	-4
- COc1ccccc1CN1CC(C(=O)NCCc2cn[nH]c2)CCC1=O (stereo unspecified)
→ -1	5	1	-2	0	0.4	10	19	-1.9	-2
- Cc1ccc(NC(=O)CCc2c(C)nn(-c3ccc(N4CCOCC4)nn3)c2C)c(C)c1
→ -2	11	-4	1	-3	0.3	-31	4	-0.8	-9
- CN(C)C(=O)CSc1nnc(-c2cccs2)n1-c1ccccc1
→ 3	-7	-1	-5	3	1.0	.	1	-3.0	0
- O=C(/C=C/c1ccccc1)N1CCC(Cc2ccccc2)CC1
→ -5	-2	-3	-3	-18	-0.8	15	12	-2.7	-2
- CCCCCCCCCCCCCCCC[n+]1cccc2ccccc21
→ 2	2	0	-8	8	-3.7	13	-2	0.2	9
- COc1ccccc1-c1cc(C(F)(F)F)nc(S(=O)(=O)CCCC(=O)Nc2cc(C)on2)n1
→ 2	-12	2	-1	-5	-0.9	5	-18	-2.3	-5

# (cont.)
# Under each structure – Keap1 Nrf2 FP	PKA-R2B activ	CAL PDZ FP-1	cardiac RTF act	DAGLB inhibitor	LANA DNA inh	SR-BI uptake up	Rtt109 Vps75	CAL PDZ FP-2	RTF Ca sens inh
- COC(=O)c1ccc(CN2C(=O)c3ccccc3C2=O)cc1
→ 2	-4	3	-1	-2	-1.2	0	-5	-1.5	-3
- Cc1ccc(OCCCC(=O)Nc2ccc(S(=O)(=O)Nc3ccccn3)cc2)cc1
→ 0	-3	-1	-2	-4	0.2	10	-3	-0.9	-4
- Cc1cc(C)nc(SCC(=O)Nc2cc(C)on2)n1
→ -2	-5	1	-5	1	3.4	21	10	-1.2	1
- Cc1cc(O)c(S(=O)(=O)c2ccccc2)c(C)c1NS(=O)(=O)c1ccccc1
→ -1	1	10	-5	-7	0.3	9	-1	-3.2	-6
- COc1ccccc1/C=C/C=N/NC(=O)CC1C(=O)NN=C1C (stereo unspecified)
→ -1	-4	-5	-2	1	0.1	-27	3	-0.8	-15
- COc1ccc(Cc2cnc(N)s2)cc1
→ 2	-7	-2	3	1	0.8	0	-6	-2.3	-8
